Bioassay records as filed in PubChem.
FUS suppressor = suppressors of FUS proteinopathy in yeast. 390,000 tested, 0.24% active. AID 1347120. S. cerevisiae FUS-expressing, growth rescue, OD600, 24 h. Potency, µM (titrated, usually from 76.6 µM), without a hit: at the highest dose growth rescue (activation), hits mostly activators;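 also: potency is read from the fitted curve at half-maximal effect; plate controls were DMSO vehicle for no effect and reference control for full effect; nearly all actives have a fitted effect of over 55% in size; some results filed as inactive show a strong effect at the top dose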
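FUS-expressing yeast, raffinose-pregrown, induced in 2% galactose minimal medium at OD 0.005; compounds in a dilution series, 24hr at 30C. Growth restoration read as absorbance at 600 nm. CP55940 positive control, DMSO negative.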
DRD3 antagonist = antagonists of human D3 dopamine receptor | P35462 | D3R cells, DiscoveRx beta-arrestin luminescence, antagonist mode; active compounds read low | max response, negative = inhibition, % | 360,000 tested, 2.5% active | AID 652054; in the data active = max response below about -50%; inconclusive = no clear call, values can overlap the other calls; also: % is scaled to controls: 0 for no effect and ±100 for the full control effect; mostly tested at two doses, the higher about 12 µM
Target sequence (P35462 whole entry, looked up): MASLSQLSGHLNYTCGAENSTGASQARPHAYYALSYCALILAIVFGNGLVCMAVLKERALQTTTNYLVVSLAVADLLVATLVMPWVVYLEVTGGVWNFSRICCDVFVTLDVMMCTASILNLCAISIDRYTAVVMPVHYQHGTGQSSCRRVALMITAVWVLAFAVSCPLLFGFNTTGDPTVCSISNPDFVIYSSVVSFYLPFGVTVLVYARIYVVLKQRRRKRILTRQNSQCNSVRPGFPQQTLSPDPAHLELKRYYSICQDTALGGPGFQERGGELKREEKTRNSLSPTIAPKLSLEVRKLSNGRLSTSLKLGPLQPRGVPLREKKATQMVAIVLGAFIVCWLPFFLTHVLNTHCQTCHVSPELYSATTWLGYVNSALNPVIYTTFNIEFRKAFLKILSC
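Cells plated overnight at 1500 cells/well, then exposed to library compounds with dopamine controls for 90 minutes at 37 degrees C. DiscoveRx reagent added for 30–60 minutes at room temperature; luminescence read, quantitative HTS format.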
GLP-1R inv ag = acts as inverse agonist at human GLP-1 receptor; P43220; 410,000 tested, 1.6% active; AID 624417; HEK293 GLP-1R CRE-luciferase, luminescence, 24 h; GLP-1R form is constitutively active; Potency, µM (highest dose often 38.3 µM), for the others: top-dose activity change, negative = inhibition, most hits filed as inhibitors; also: potency is read from the fitted curve at half-maximal effect; % is scaled to controls: 0 for no effect and ±100 for the full control effect; nearly all actives have a fitted effect of over 55% in size
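Stable HEK293 clone (constitutively active GLP-1R + cAMP-response luciferase); 200 cells/uL plated, 12 h pre-culture, compound 24 hr, 37 deg C/5% CO2; detection reagent 12 min RT; luminescence.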
PTHR1 agonist = PTHR1 (human) receptor agonism; Q03431; HEK293 GP2 PTHR1 cells, GloSensor cAMP luminescence, 1 h; Potency, µM (highest dose often 115 µM), for the others: at the top dose activation, actives largely listed as activators; 410,000 tested, 0.075% active; AID 743266; also: potency is read from the fitted curve at half-maximal effect; nearly all actives have a fitted effect of over 55% in size; some results filed as inactive show a strong effect at the top dose; inactives centre near -15; many of its hits are not listed in these tables
Target sequence (Q03431 whole entry, looked up): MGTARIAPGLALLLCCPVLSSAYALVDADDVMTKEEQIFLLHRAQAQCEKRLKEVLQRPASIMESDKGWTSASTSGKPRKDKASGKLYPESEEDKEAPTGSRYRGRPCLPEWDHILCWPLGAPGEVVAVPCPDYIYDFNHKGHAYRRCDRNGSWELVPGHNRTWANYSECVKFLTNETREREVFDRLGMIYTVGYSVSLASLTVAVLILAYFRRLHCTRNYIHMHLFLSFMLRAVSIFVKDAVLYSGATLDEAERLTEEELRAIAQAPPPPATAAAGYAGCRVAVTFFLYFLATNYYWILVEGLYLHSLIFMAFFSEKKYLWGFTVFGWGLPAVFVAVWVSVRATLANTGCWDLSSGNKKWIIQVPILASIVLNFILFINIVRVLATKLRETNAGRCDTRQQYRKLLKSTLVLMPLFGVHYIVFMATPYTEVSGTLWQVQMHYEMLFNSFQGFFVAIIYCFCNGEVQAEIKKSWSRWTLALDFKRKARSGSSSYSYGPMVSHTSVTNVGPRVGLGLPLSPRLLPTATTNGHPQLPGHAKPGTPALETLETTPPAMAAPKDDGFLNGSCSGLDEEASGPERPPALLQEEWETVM
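HEK-293-derived GP2 cells expressing PTHR1 and a GloSensor cAMP reporter, 3,000/well, plated overnight, given luciferin plus IBMX (each 0.5 mM as added) for 1 h at 37 °C, then compound for 1 h at 37 °C. Luminescence was read after 15 min at room temperature.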
pAkt inh = Akt phosphorylation inhibition; Neuro2A IGF-stimulated pAkt S473 HTRF, 20 min; active compounds read low; activity change, % for hits at 50 µM; 360,000 tested, 0.32% active; in the data active = activity change below about -80%; inconclusive = mostly about -51% to -80%; also: % is scaled to controls: 0 for no effect and ±100 for the full control effect
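Neuro2A cells in DMEM with 0.5% FBS, overnight at 37 deg C, given compound at single 50 µM final, then IGF (6 nM final) for 20 min at 37 deg C. Lysed; phospho-Akt Ser473 by HTRF after 24 h, 665/615 ratio.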
TDP-43 yeast inh = rescues yeast growth from TDP-43 toxicity; AID 652104; 410,000 tested, 1.8% active; TDP-43 expressing yeast growth rescue, BacTiter-Glo, 24 h; Potency, µM (top dose mostly 46.1 µM), without a hit: at the highest dose growth rescue (activation), most hits filed as activators; also: potency is read from the fitted curve at half-maximal effect; % of control where 0% means no effect; nearly all actives have a fitted effect of over 50% in size
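Yeast cells expressing TDP-43 under galactose induction are exposed to compounds for 24 hr at 30 deg C. BacTiter-Glo luminescence measures growth, so protective compounds score as activators.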
GLP-1R agonist = GLP-1 receptor (human) agonism. P43220. HEK293 GLP-1R CRE-luciferase, luminescence, 4-6 h; cells express a hypersensitive GLP-1R form. Potency, µM (doses to about 45.6 µM), inactives show top-dose activation, usual class: activators. 380,000 tested, 0.007% active; also: potency is read from the fitted curve at half-maximal effect; % of control where 0% means no effect
Abeta yeast res = A-beta toxicity reversal in yeast; 410,000 tested, 0.063% active; Potency, µM (titrated, usually from 46.1 µM), inactives show at the highest dose growth rescue, usual class: activators; yeast expressing A-beta42, growth rescue, OD600, 48 h; response scale: 0% DMSO, 100% iron-clioquinol control; also: potency is read from the fitted curve at half-maximal effect; nearly all actives have a fitted effect of over 55% in size
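Yeast A-beta toxicity model in growth medium with pinned compounds, 48 h at 30 C; growth read as absorbance at 600 nm. Normalized to FeCl3/clioquinol equimolar mix (positive) and DMSO (negative).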
aSyn yeast inh = inhibitors of alpha-synuclein toxicity in yeast; Potency, µM (doses to about 46.1 µM), for inactives: at the highest dose growth rescue (activation), most hits filed as activators; 370,000 tested, 0.14% active; Yeast expressing alpha-synuclein, growth rescue, BacTiter-Glo, 24 h; also: potency is read from the fitted curve at half-maximal effect; % of control where 0% means no effect; nearly all actives have a fitted effect of over 65% in size
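Galactose-induced alpha-syn yeast (OD600=0.02, raffinose-pregrown) + pinned cpd, 24 hr, 30 deg C; growth by BacTiter-Glo luminescence. Growth restoration scores as activation.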
Starred values were filed as active, the others as inactive; i = inactive; ? = inconclusive; / = not tested or not shown; [ ] = another dose, or the depositor's remark. Unless noted, calls follow the shape of the dose curve; as a rule, active = well fitted curve in the direction sought with a large enough effect; inconclusive = small, poorly fitted or top-dose-only effect, or another doubt; inactive = no such curve, though single readings can be large; an effect the other way counts as inactive or inconclusive.

The opening 3 entries, ahead of the listing:
SMILES | FUS suppressor | DRD3 antagonist | GLP-1R inv ag | PTHR1 agonist | pAkt inh | TDP-43 yeast inh | GLP-1R agonist | Abeta yeast res | aSyn yeast inh
CN(Cc1ccc(Cl)c(Cl)c1)C(=O)c1ccccc1SCC(=O)N1CCCC1 | 20% | 7 | ? | -29% | i | -5% | 15% | 13% | 3%
Cc1ccc(NC(=O)COC(=O)CCc2c(C)nc3nc(N)nn3c2C)cc1C | 14% | -17 | 1% | -15% | i | 0% | 13% | -1% | -5%
CCN1C(=O)[C@H]2[C@@H](c3ccccc3)N[C@]3(CCCN(Cc4ccc(C)cc4)C3=O)[C@H]2C1=O | 12% | -8 | 14% | i | i | 0% | -6% | 11% | 1%

Results, from the first entry:
SMILES | FUS suppressor | DRD3 antagonist | GLP-1R inv ag | PTHR1 agonist | pAkt inh | TDP-43 yeast inh | GLP-1R agonist | Abeta yeast res | aSyn yeast inh
CN(Cc1ccc(Cl)c(Cl)c1)C(=O)c1ccccc1SCC(=O)N1CCCC1 | 20% | 7 | ? | -29% | i | -5% | 15% | 13% | 3%
Cc1ccc(NC(=O)COC(=O)CCc2c(C)nc3nc(N)nn3c2C)cc1C | 14% | -17 | 1% | -15% | i | 0% | 13% | -1% | -5%
CCN1C(=O)[C@H]2[C@@H](c3ccccc3)N[C@]3(CCCN(Cc4ccc(C)cc4)C3=O)[C@H]2C1=O | 12% | -8 | 14% | i | i | 0% | -6% | 11% | 1%
COc1ccc(-n2c(SCC(=O)N3CCOCC3)nc(O)c(Cc3ccccc3)c2=O)cc1 | 5% | 8 | 2% | 4%[57.5 µM] | / | 4% | -26% | 10% | 3%
Cn1c(=O)c2c(ncn2CC(=O)OCC(=O)Nc2ccc(F)cc2F)n(C)c1=O | -31% | 8 | 6% | -46%[inhibitor] | i | -3% | -2% | -21% | -6%
Cc1nc2cc(NS(=O)(=O)c3cccc(F)c3)ccc2s1 | 12% | 5 | 3% | i | i | -18%[1.82 µM] | 7% | 1% | 18%
O=S(=O)(NCCSc1ccccc1)c1cccs1 | 13% | 21 | 1% | -2%[57.5 µM] | i | ? | 12% | 4% | 9%
Nc1ccc(Cc2ccc(N)c(O)c2)cc1O | 0% | -6 | 8% | -16% | i | 5% | 2% | -22% | -5%
CCNC(=O)c1ccc2c(c1)sc1nc(-c3cccc(OC)c3)cn12 | 27% | / | -15% | -57%[inhibitor] | / | 16µM* | / | -1% | /
O=c1n(Cc2ccc(F)cc2Cl)c2ccccc2c2nc(-c3ccccc3)nn12 | -13% | / | 12% | 17% | / | -6% | / | -6% | /
O=C(Cn1cnc2c(OCc3ccccc3)ncnc21)N[C@H](CO)Cc1cc2ccccc2[nH]1 | -33% | 32 | 10% | i | i | 6% | 7% | 0% | -4%
CCN(CC)S(=O)(=O)C1CCS(=O)(=O)C1 (configuration not stated) | 6% | -17 | 12% | i | i | -2% | -2% | 3% | -2%
CCOC(=O)c1cc(OC(C)=O)c2ccc(OC)c(OC)c2c1 | -22% | 0 | 40%[activator] | i | i | 0% | 24% | 8% | -24%
Cc1cc(NC(=O)CCC(=O)N(c2ccc(F)cc2)C(C(=O)NC2CCCC2)c2ccc(C)o2)no1 (configuration not stated) | -12% | 6 | ? | -10% | i | -1% | -3% | -1% | -1%
COc1cccc(NC2=NCC(=O)N2Cc2cccs2)c1 | 23% | 12 | 21% | 7%[57.5 µM] | i | -11% | 0% | -10% | -2%
CCCCc1cc(=O)oc2cc(C)cc(OCC(=O)N3CCC(C(=O)O)CC3)c12 | 7% | 0 | 11% | 30% | i | -3% | -4% | -14% | 2%
CS(=O)(=O)c1ccc(C(=O)OCC(=O)NNC(=O)COc2ccc(Cl)cc2)cc1 | 7% | 6 | 8% | i | i | 10% | 5% | -12% | 1%
CC(C)N(Cc1cnn(C)c1)Cc1nc(-c2ccc(Cl)cc2)no1 | -10% | 15 | ? | i | i | 0% | 15% | 1% | -1%
O=C(c1cc(-c2cccs2)on1)N1CCN(c2ccc(F)cc2)CC1 | 3% | 21 | 0% | -21% | i | 4% | -8% | 29% | 7%
Clc1ccc(-c2cn3c(n2)SCC3)cc1 | -1% | 14 | 0% | -23% | i | -1% | 11% | -5% | -1%
COc1ccccc1CNS(=O)(=O)c1cc2c3c(c1)CCC(=O)N3CCC2 | 9% | 1 | 8% | -16% | i | -10% | 17% | -11% | -1%
COc1ccc(CN2CCC(Oc3ccc(C(=O)NCc4ccccn4)cc3)CC2)c(F)c1 | -3% | -23 | ? | -13% | i | 6% | 3% | 12% | -3%
CCc1cc(/C(Cc2ccccn2)=N\O)c(O)cc1O | 22% | 23 | 0% | i | i | -12% | 11% | -12% | 0%
O=C(CCCN1C(=O)/C(=C/c2ccc3c(c2)OCO3)SC1=S)Nc1cccc(C(=O)O)c1 | 29% | -18 | ? | i | i | 0% | -2% | 7% | 22%
CC(C)c1ccc2oc(-c3cc(N)ccc3O)nc2c1 | 65% | -12 | ? | -14%[57.5 µM] | i | 20µM* | -22% | -29% | -11%

Ordered by length of the SMILES (ascending): three of the compounds above.
SMILES | FUS suppressor | DRD3 antagonist | GLP-1R inv ag | PTHR1 agonist | pAkt inh | TDP-43 yeast inh | GLP-1R agonist | Abeta yeast res | aSyn yeast inh
CCc1cc(/C(Cc2ccccn2)=N\O)c(O)cc1O | 22% | 23 | 0% | i | i | -12% | 11% | -12% | 0%
CCCCc1cc(=O)oc2cc(C)cc(OCC(=O)N3CCC(C(=O)O)CC3)c12 | 7% | 0 | 11% | 30% | i | -3% | -4% | -14% | 2%
Cc1cc(NC(=O)CCC(=O)N(c2ccc(F)cc2)C(C(=O)NC2CCCC2)c2ccc(C)o2)no1 (configuration not stated) | -12% | 6 | ? | -10% | i | -1% | -3% | -1% | -1%

Later entries.
SMILES | FUS suppressor | DRD3 antagonist | GLP-1R inv ag | PTHR1 agonist | pAkt inh | TDP-43 yeast inh | GLP-1R agonist | Abeta yeast res | aSyn yeast inh
CN1C(=O)C2(C(C#N)=C(N)Oc3c2oc(CO)cc3=O)c2ccccc21 (configuration not stated) | 1% | 10 | 2% | -20%[57.5 µM] | i | 1% | -5% | 14% | 1%
O=S(=O)(NC1CCCC1)c1ccc(S(=O)(=O)N2CCc3ccccc32)cc1 | 8% | 11 | ? | -14%[57.5 µM] | / | -14% | -1% | 22% | 7%
OCC1CCCN(C(=S)NCCc2ccccc2)C1 (configuration not stated) | 4% | 2 | 10% | -71% | i | -3% | -6% | 6% | -1%
S=C(NCc1cccs1)Nc1cccc2ccccc12 | 16% | 11 | ? | -12% | i | 0% | 4% | 1% | 2%
COc1ccccc1NC(=O)Nc1ccc(S(=O)(=O)Nc2onc(C)c2C)cc1 | / | 4 | 11% | i | i | 20% | -6% | 8% | -1%
C/C(=N\NC(=O)COc1cccc(C)c1)c1ccc2ccccc2c1O | -5% | 34 | 1.1µM* | -27% | i | 5% | 0% | 2% | 13%
Nc1n[nH]c(=S)n1-c1ccc(Cl)cc1 | -11% | -12 | 25% | i | i | -4% | -13% | 9% | -10%
COc1ccc(C(=O)NCCc2ccc(C(F)(F)F)cc2)cc1S(=O)(=O)N1CCOCC1 | / | 1 | -11% | -55%[inhibitor] | i | 3% | 1% | 4% | -2%
O=C(COC(=O)Cc1ccc(F)cc1)Nc1ccc2[nH]c(=O)[nH]c2c1 | 1% | -12 | 7% | i | i | 5% | 10% | -4% | -3%
COc1ccc(-c2c(C#N)c(SCC(=O)Nc3ccc(C)c(C)c3)nc(C)c2C(=O)Nc2ccccc2)cc1OC | ? | / | 19% | i | / | 25% | / | -8% | /
CCOc1ncccc1C(=O)OCC(=O)c1cc(C)n(Cc2ccco2)c1C | 33% | -9 | ? | -15%[57.5 µM] | i | 11% | 5% | -8% | -10%
COc1ccc(S(=O)(=O)N2CCCCC2c2cc(C(=O)Nc3ccc(F)c(Cl)c3)no2)cc1 (configuration not stated) | 26% | -2 | ? | -27% | i | 16% | -4% | 9% | -10%
Cc1ccc(CN2C(=O)CC(Nc3ccc(N4CCOCC4)cc3)C2=O)cc1 (configuration not stated) | 15% | 3 | 10% | -10% | i | ? | -2% | -4% | 5%
Cc1cccc(/C(N)=N/OC(=O)COc2ccc(Cl)c(C)c2)c1 | / | 7 | 2% | i | i | ? | -12% | 7% | 0%
COc1ccc(S(=O)(=O)N(C)CC(=O)Nc2ccc3c(c2)OCO3)cc1OC | 9% | 15 | -12% | i | i | -6% | 4% | 14% | 0%
CC1=CC(C)(C)N(C(=O)CSc2nnc(N)s2)c2ccccc21 | 18% | -26 | 4% | i | i | -18% | 12% | 13% | 7%
OCC1(Cc2ccccc2F)CCCN(Cc2c(F)ccc(F)c2F)C1 (configuration not stated) | -12% | ? | 11µM* | -28% | i | 12% | 5% | 11% | 0%
COc1cc(C(=O)OCC(=O)N2CCN(C(C)=O)CC2)ccc1OCC(C)C | / | -6 | -7% | 2% | i | -7% | 0% | -19% | -21%
COc1ccc(C(=O)C2CCCN(Cc3cn[nH]c3-c3ccc(F)cc3)C2)cc1OC (configuration not stated) | 6% | -23 | -27% | i | i | 1% | 19% | 0% | 2%
CC(C)Oc1ccc(N2CC(C(=O)OCC(=O)NCc3ccccc3)CC2=O)cc1 (configuration not stated) | 14% | -17 | 7% | i | i | -9% | 3% | -10% | 4%
Cc1ccc(NC(=O)CN2C(=O)C3C4C=CC(C4)C3C2=O)cc1S(=O)(=O)N(C)C (configuration not stated) | / | 21 | 13% | -11% | i | -15% | 2% | 0% | 9%
CCc1ccccc1OCC(=O)Nc1cccc(S(=O)(=O)N2CCCC2)c1 | 32% | -11 | 11µM* | -28% | i | 9% | 8% | -4% | -2%

The list is partial (hit frequency here may not be typical).
